# TNAP act DEA: activators of human TNAP at intermediate phosphate acceptor; activation factor at 20 µM; 64,000 tested, under 10 active; P05186; purified TNAP, CDP-star luminescence, 100 mM DEA, 30 min; stronger effect = higher value; scale: 0 levamisole-inhibited, 1 vehicle-only enzyme;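 active = activation factor of at least 2 at 20 µM, relative to controls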
# RORA act: RORA (human) activation; P35398; CHO-K1 Gal4-RORA LBD luciferase reporter, luminescence; percent increase over mock-subtracted basal signal; activation, % at 10 µM; hit rate 1.5% among 65,000; AID 560;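 active = activation above the mean of all tested compounds plus 3 SD, cut at about 49% in these data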;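 note: 0% = DMSO-treated RORA cells and 100% = added signal equal to DMSO minus mock-transfected cells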
# Her2 expr inh: lowers expression of human Her2 kinase; AID 645; HER2 level % of control, % at 10 µM; SKBR-3 HER2 protein level, AlphaScreen, 18-24 h; stronger effect = lower value; P04626; hit rate 0.69% among 65,000;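 active = HER2 level under 5% of the carrier-only control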;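 note: 100% = DMSO carrier and 0% = 500 nM PU-H71 HSP90 inhibitor; lower value means stronger loss of Her2 protein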
# SF1 activator: SF-1 (human) activation. Q13285. hit rate 1.9% among 65,000. CHO-K1 Gal4-SF-1 LBD luciferase reporter; % increase over DMSO SF-1-specific signal. activation, % at 10 µM;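 active = activation above the mean activation of all tested compounds plus 3 SD, cut at about 50% in these data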
# Target sequence (Q13285 whole entry, looked up, the tested form may be a part): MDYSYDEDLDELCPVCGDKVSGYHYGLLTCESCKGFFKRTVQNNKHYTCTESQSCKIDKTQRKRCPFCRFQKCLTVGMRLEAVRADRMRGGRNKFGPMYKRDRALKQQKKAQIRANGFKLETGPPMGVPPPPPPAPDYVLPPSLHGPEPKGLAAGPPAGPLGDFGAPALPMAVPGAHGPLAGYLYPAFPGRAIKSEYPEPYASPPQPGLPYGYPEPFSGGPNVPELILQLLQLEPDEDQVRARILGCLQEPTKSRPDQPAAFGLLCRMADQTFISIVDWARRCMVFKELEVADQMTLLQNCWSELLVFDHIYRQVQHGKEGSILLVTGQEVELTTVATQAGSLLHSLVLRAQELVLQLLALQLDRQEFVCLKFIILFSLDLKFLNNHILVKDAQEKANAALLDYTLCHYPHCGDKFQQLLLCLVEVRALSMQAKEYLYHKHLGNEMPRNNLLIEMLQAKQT
#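 Test system: CHO-K1 cells co-transfected with Gal4 DBD–human SF-1 LBD, 5xGal4 luciferase reporter. Quantity: 4,000 cells per well. Compound: 10 µM only. Incubation: compound added 1 h post-seeding, 20 h exposure at 37 °C, 5% CO2. Detection: SteadyLite luciferase luminescence. Replication: one test per compound.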
# MKP-1 inh: inhibitors of human MKP-1 phosphatase; inhibition, %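 (compounds tested at a single concentration somewhere between 10 and 100 µM)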; hit rate 0.15% among 65,000; recombinant MKP-1, OMFP hydrolysis fluorescence; AID 374;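 active = inhibition above about 50%, limit read from the data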;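 note: 0% = DMSO max control wells and 100% = wells with enzyme stopped by NaOH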
# Hsp90 block: displaces geldanamycin probe from tumor Hsp90. inhibition, % at 30 µM. P07900. NCI-N417 lysate Hsp90, Cy3B-geldanamycin FP displacement. AID 429. hit rate 0.35% among 64,000;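 active = inhibition above 50%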;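 note: 0% = tracer plus lysate wells and 100% = tracer alone without lysate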
# D1 allo mod: allosteric modulators of human D1 dopamine receptor. P21728. HEK293 D1, CRE-luciferase, dopamine EC30 potentiation; actives deviate in either direction. B-score at 10 µM. hit rate 5.9% among 58,000. AID 641;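 active = luminescence count or its row- and column-corrected plate score outside the 99.7% band of the plate's sample wells, on either side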
# Target sequence (P21728 whole entry, looked up): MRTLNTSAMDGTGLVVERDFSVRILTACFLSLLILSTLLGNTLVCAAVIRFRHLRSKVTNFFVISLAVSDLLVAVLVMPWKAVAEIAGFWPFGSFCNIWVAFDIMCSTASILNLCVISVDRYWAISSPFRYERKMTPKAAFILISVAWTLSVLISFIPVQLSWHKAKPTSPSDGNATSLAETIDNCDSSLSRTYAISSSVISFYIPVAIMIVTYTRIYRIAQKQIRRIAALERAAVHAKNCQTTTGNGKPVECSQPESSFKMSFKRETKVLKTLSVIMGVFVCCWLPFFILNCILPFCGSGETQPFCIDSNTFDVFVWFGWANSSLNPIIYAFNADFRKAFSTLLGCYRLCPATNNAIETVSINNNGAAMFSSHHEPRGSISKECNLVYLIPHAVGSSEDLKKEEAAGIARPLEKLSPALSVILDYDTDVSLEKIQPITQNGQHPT
# Cdc25B block: inhibitors of human Cdc25B phosphatase | P30305 | recombinant Cdc25B, OMFP fluorescence Ex485/Em525 | inhibition, %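 (compounds tested at 10 µM final in the well)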 | hit rate 0.1% among 65,000 | AID 368; in the data active = inhibition above about 50%
# FXIIa inh mix: blocks human factor XIIa in pooled compound mixtures. P00748. purified FXIIa, fluorogenic substrate. inhibition, % at 5 µM. hit rate 0.2% among 62,000; in the data active = inhibition above about 20%, passing the limit was not always enough;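 note: 0% = enzyme without compound and 100% = no enzyme blank; some results filed as inactive read as strong as hits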
# Starred values were filed as active, the others as inactive; . = not tested or not shown.
SMILES,TNAP act DEA,RORA act,Her2 expr inh,SF1 activator,MKP-1 inh,Hsp90 block,D1 allo mod,Cdc25B block,FXIIa inh mix
COc1ccc(CCNC(=O)CSc2ncnc3c2oc2ccccc23)cc1OC,1,-15,96,-9,-40,-4,0.42,8,-15
CSC1=C(C#N)C(CC(C)C)C2=C(CCCC2=O)N1 (configuration not stated),0.9,-23,105,-5,-8,0,-0.98,7,-16
CCOC(=O)C1=C(O)C(=O)N(c2ccc(S(N)(=O)=O)cc2)C1c1ccccc1 (configuration not stated),0.8,1,88,-8,15,-3,-1,13,-16
C/C(N)=C(/C#N)C(=O)CSc1nnc(COc2ccccc2Cl)o1,0.8,10,67,16,5,-9,-0.84,-8,-21
CC(=O)c1cc2c(cc1NC(=O)c1cnc(C)cn1)OCO2,1,1,64,3,17,-1,-0.18,1,4
CCc1cc(=O)oc2cc(C)cc(O)c12,0.9,2,104,12,-9,-1,1.3,2,1
N#Cc1c(-c2cccs2)cc(-c2ccccn2)nc1N,0.8,-2,71,11,-7,-3,5.6*,0,2
c1ccc(-n2c(Cc3cccnc3)nc3cnccc32)cc1,0.9,3,89,10,-19,-6,2.1,-24,.
COc1ccc(NC(=O)NC(C)c2ccncc2)cc1OC (configuration not stated),1,-5,86,-3,4,3,-1.1,-14,3
CC(=O)Oc1ccc2oc(=O)c3c(c2c1)CCCN3C(=O)CN1CCN(c2ncccn2)CC1,0.9,-9,94,8,23,2,0.8,12,1
CCCOc1cccc(C2C(C(=O)c3ccco3)=C(O)C(=O)N2CCN(CC)CC)c1 (configuration not stated),0.9,2,76,6,-14,0,-0.84,-3,5
Cc1csc(NC(=O)C2CCCN(S(=O)(=O)c3ccc(Br)s3)C2)n1 (configuration not stated),0.9,16,71,2,1,-5,.,1,-4
Cc1cc(=O)n(CC=C(Cl)Cl)c2ccccc12,0.9,4,123,-12,-1,-2,2.9*,-15,3
CCN(CC)CC(=O)Nc1ccc(C)cc1Br,0.9,1,70,-25,-16,-1,-0.4,0,10
CCOC(=O)C1=C(N)OC2=C(C(=O)CC(C)(C)C2)C1c1ccccc1OCC#N (configuration not stated),0.9,-7,117,-5,0,-1,0.3,-4,4
O=C(CCN1C(=O)c2ccccc2C1=O)Nc1ccc(S(=O)(=O)NC2=NCCCCC2)cc1,1,-9,113,-4,21,0,1.3,-4,0
Cn1c(=O)cc(N2CCCCC2)[nH]c1=O,1,-7,147,5,6,-5,-0.91,-23,2
Cc1nn(-c2ccccc2)c2[nH]c(C(F)(F)F)cc(=O)c12,0.9,-28,111,-18,1,0,.,-11,20
O=C(O)c1oc2ccccc2c1-n1cccc1,0.8,6,103,5,-10,-1,0.84,4,8
COc1cccc(Cn2c(Oc3cccc(C)c3)nc3c2c(=O)n(C)c(=O)n3C)c1,0.9,10,101,-3,-4,-1,-2.1,0,2

# Fetched by structure from above (five):
SMILES,TNAP act DEA,RORA act,Her2 expr inh,SF1 activator,MKP-1 inh,Hsp90 block,D1 allo mod,Cdc25B block,FXIIa inh mix
Cc1csc(NC(=O)C2CCCN(S(=O)(=O)c3ccc(Br)s3)C2)n1 (configuration not stated),0.9,16,71,2,1,-5,.,1,-4
O=C(O)c1oc2ccccc2c1-n1cccc1,0.8,6,103,5,-10,-1,0.84,4,8
COc1ccc(NC(=O)NC(C)c2ccncc2)cc1OC (configuration not stated),1,-5,86,-3,4,3,-1.1,-14,3
CSC1=C(C#N)C(CC(C)C)C2=C(CCCC2=O)N1 (configuration not stated),0.9,-23,105,-5,-8,0,-0.98,7,-16
CCOC(=O)C1=C(N)OC2=C(C(=O)CC(C)(C)C2)C1c1ccccc1OCC#N (configuration not stated),0.9,-7,117,-5,0,-1,0.3,-4,4

# Later entries:
SMILES,TNAP act DEA,RORA act,Her2 expr inh,SF1 activator,MKP-1 inh,Hsp90 block,D1 allo mod,Cdc25B block,FXIIa inh mix
COc1ccccc1OCCOc1ccc(/C=N/n2cnnc2)cc1,0.9,-2,78,20,11,-2,0.77,4,4
Cc1c(C(=O)N2CCc3ccccc3C2)sc2nc(-c3ccccc3)cn12,.,24,83,15,32,-3,0.39,-1,.
Oc1ccccc1CN1CCCN(Cc2ccccc2O)C1,1.3,12,92,19,1,-2,-0.88,-1,-15
FC(F)(F)c1nnc2ccc(N3CCCCCC3)nn12,0.9,-14,93,4,15,-1,3.5*,-12,6
CCOC(=O)C1CCCN(c2c(N3CCN(c4ccccn4)CC3)c(=O)c2=O)C1 (configuration not stated),0.8,-12,101,-8,7,0,0.13,-4,-17
CN(Cc1ccccc1)Cc1nc2c(c(=O)n(C)c(=O)n2C)n1Cc1ccc(F)cc1,0.9,-3,129,-11,9,-3,-0.14,-2,8
CCCCCCOc1ccc(C(CC(=O)O)C(N)=O)cc1 (configuration not stated),0.8,-5,119,-14,4,-6,1.1,-16,-1
CC(O)(C#CCN1CCOCC1)c1ccccc1 (configuration not stated),0.9,-19,143,-7,-21,-1,-0.45,-21,.
COc1cccc(C(=O)N2CCN(c3ncccn3)CC2)c1,1,-11,87,-24,10,-1,0.18,-11,-1
Cc1ccc(S(=O)(=O)N[C@@H](C)C(=O)N2CCC(C(=O)N3CCC[C@H]3C(=O)O)CC2)cc1,0.9,-9,115,-2,5,0,-0.02,5,1
O=C1CN(Cc2ccccc2)C(=NCc2ccco2)S1,0.8,0,63,-5,-19,-3,0.34,-3,1
O=C(Nc1ccccc1)N(CCCN1CCOCC1)Cc1cc2cc3c(cc2[nH]c1=O)OCCO3,0.9,-14,45,13,-8,-1,0.51,-10,4
Cc1cc2nc(NC3=NCN(CCCN4CCOCC4)CN3)nc(C)c2cc1C,1,-16,106,-11,0,1,-0.71,4,4
COc1ccc(COn2c(=O)c(C)[n+]([O-])c3ccccc32)cc1OC,1,-10,89,1,22,-4,1.3,1,4
COc1cccc(CNc2ccc3c(c2)ncn3C(C)C)c1OC,1,27,105,55*,7,-4,4.4,-4,0
COc1cccc(NS(=O)(=O)c2ccc(NC(C)=O)cc2)c1,0.9,3,88,6,3,-1,-0.9,2,4
Cn1c(C(=O)Nc2ccc3c(c2)OCO3)cc2c(=O)n(C)c3ccccc3c21,0.8,4,97,-25,9,0,2.5,-12,3
CCOC(=O)N1CCN(C(=O)c2cc(-n3cnnc3)ccc2Cl)CC1,1,-1,80,-3,-19,-5,-0.14,-14,-4
COc1ccccc1C1NC(=O)NC(C)=C1C(=O)Nc1cccc(C)c1C (configuration not stated),1,-7,68,-7,10,1,0.099,-4,7
O=c1nc(N2CCCCC2)nc2n1CCO2,0.9,15,93,-6,9,-1,-0.12,-15,1
O=C(c1ccco1)N1CCN(C(c2cccs2)c2nnnn2C2CCCCC2)CC1 (configuration not stated),0.9,2,117,4,-8,-4,-0.43,-2,9
O=C(c1ccccc1)c1c[nH]c2cc3c(cc2c1=O)OCCO3,0.9,40,112,50*,2,-1,-0.24,-10,-16
CN1CCN(c2ncnc3c2sc2nc(N4CCCC4)c4c(c23)CC(C)(C)OC4)CC1,0.9,-3,195,0,4,.,.,-7,-27
Cc1c(-n2cc(C(=O)c3ccccc3O)cc(C#N)c2=O)c(=O)n(-c2ccccc2)n1C,0.9,6,166,13,5,-3,-0.6,-7,2
CN1C(=O)CSc2ccc(NC(=O)NCc3ccco3)cc21,0.8,-5,99,-8,8,-4,-0.027,-8,0
Cc1cc(C)n(CC(=O)NCc2cc(-c3nn(C)c(=O)c4ccccc34)ccc2C)n1,0.9,-5,147,-20,-3,0,0.27,-5,3
CC(C)Cn1c(N)c(C(=O)COC(=O)c2ccncc2)c(=O)n(C)c1=O,1,32,87,-3,-4,-10,0.56,-10,3
Cc1cccc(C)c1NC1=NC(C)(C)N=C(N)N1,0.8,15,87,-16,-16,-6,-0.017,-9,0
C=CCNc1ncnc2c1[nH]c1ccc(C)cc12,1.1,24,88,19,-44,-1,-0.63,4,-23
CCCc1nnc2n1N=C(c1ccc(-c3cc(Cl)ccc3Cl)o1)CS2,0.8,6,90,0,-5,-5,-0.48,-8,10
COc1ccc(-n2c(COc3ccccc3)nnc2SCC(N)=O)cc1,0.9,-9,102,2,-25,1,-0.43,-1,1
Cc1ccc(S(=O)(=O)Cn2nnnc2CN2CCCC3(CCCCC3)C2)cc1,0.9,2,106,16,15,0,.,-10,4
CCN1CCN(c2cc(=O)n(-c3cc(Cl)ccc3C)c(=O)[nH]2)CC1,0.9,-1,99,-6,3,0,-0.57,-11,-13
CC(=O)c1c(C)[nH]c(C(=O)NCCC2=CCCCC2)c1C,1,69*,90,84*,9,-12,-0.42,9,4
COC(=O)C(C(=O)Nc1ccc(OC)cc1)C1CCCCCC1 (configuration not stated),0.9,-15,55,9,14,2,-0.58,-8,14
c1ccc(OCc2nn3c(-c4ccncc4)nnc3s2)cc1,1,-7,89,15,-12,-1,0.005,1,15
O=C(CCNC(=O)c1ccc(Br)o1)NCc1ccccc1Cl,0.9,-13,114,7,12,1,-0.27,-9,-18
O=C(Nc1cccnc1)c1cccc(NC(=O)c2ccco2)c1,0.9,20,86,-2,23,0,-0.56,-6,1
CCn1c(=O)c(C(=O)CN2CCCc3ccccc32)c(N)n(Cc2ccccc2)c1=O,0.9,-20,44,9,19,-5,0.35,5,5
O=C(Nc1ccncc1)c1c(F)cccc1F,1,-9,105,22,3,-1,-1.7,5,-17
COCc1cc(=O)n2[nH]c(C)nc2n1,1,-2,87,2,-5,-7,-0.051,-5,-22
COC(=O)c1ccc(NS(=O)(=O)c2cc(C)ccc2OC)cc1,0.9,-12,85,-5,-7,1,0.85,-20,2
CCCCn1c(CN2CCN(C)CC2)nc2ccccc21,0.9,4,96,-13,-22,-4,-0.76,-13,0
CCCCc1ccc(-c2nc(-c3ccncc3)no2)cc1,0.9,59*,.,48,4,.,0.29,-5,10
COc1ccc(C2C3=C(CC(C)(C)CC3=O)Oc3ncn4nc(-c5cccnc5)nc4c32)cc1 (configuration not stated),0.8,-21,61,-10,12,-2,0.52,3,1
CCCc1ccc2c(N)c(C#N)sc2n1,1,-4,129,0,1,-4,0.45,-7,-19
CS(=O)(=O)Nc1ccccc1C(=O)O,0.9,12,83,-3,-5,-5,0.44,1,7
Cc1c(C(=O)NCc2cccs2)oc2ccc(S(=O)(=O)N3CCOCC3)cc12,0.9,29,177,8,7,.,.,0,10
COc1ccc(CNC(=O)C2CCN(S(=O)(=O)c3cccc4cccnc34)CC2)cc1,1,-5,100,0,4,-2,0.19,-11,9
COc1cccc(Nc2nnc(SCC(=O)N3CC(C)OC(C)C3)s2)c1 (configuration not stated),1,-21,101,-13,1,-2,-1.9,-9,-1
c1ccc2nc(N3CCOCC3)c(N3CCOCC3)nc2c1,0.9,2,103,6,-24,-3,0.45,5,.
Fc1ccc(CN2CCCCCC2)c(F)c1,0.9,-7,87,1,6,0,-0.53,-5,14
COC(=O)c1cc(Cc2ccc(N)c(C(=O)OC)c2)ccc1N,0.8,11,97,-10,8,-1,3*,-16,-2
COc1ccc(S(=O)(=O)N2CCCC2C(=O)Nc2ccc(C(C)=O)cc2)cc1 (configuration not stated),0.9,-4,117,-12,0,-1,0.46,-7,9
O=C(OCc1cc(=O)n2c(n1)sc1ccccc12)c1ccc2c(=O)n3c(nc2c1)CCC3,1,-18,102,2,43,-3,4.2*,-7,15
Cn1c(C(=O)N2CCC(C(=O)N3CCN(Cc4ccc5c(c4)OCO5)CC3)CC2)cc2sccc21,1,4,111,22,12,-1,.,-25,-2
CCOC(=O)C(NC(=O)CC)(Nc1ccc(S(=O)(=O)Nc2cc(C)on2)cc1)C(F)(F)F (configuration not stated),1,-7,89,3,4,0,0.31,-7,6
